T cell HTS: modulates CD8 T cell binding to vesicles; 2C CD8+ T cell-vesicle binding, flow cytometry; hits give low values; 0.068% of 330,000 active; calls only at 7 µM;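 active = response, share of CD8 T cells binding vesicles, and their 90th percentile fluorescence all below set limits, cut at about 80% in these data, passing the limit was not always enough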
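Incubation: binding step 1.5 h, 37 °C, antibody labelling 20 min, ice; system: murine 2C transgenic CD8+ T lymphocytes; technique: cytometric PE anti-B7-1 and Alexa647 anti-CD8 signals after 1% paraformaldehyde fixation; also added: QL9-charged Drosophila Ld/ICAM-1/B7-1 vesicles; control set: naked versus QL9-loaded vesicles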
Myeloid diff 2: promotes myeloid progenitor differentiation; ER-HoxA9 myeloid progenitors, lysozyme-GFP differentiation, flow cytometry; AID 624256; 1% of 360,000 active; calls only at 10 µM;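 active = normalized GFP-positive differentiation at or above the plate's own cutoff, the solvent-only control mean plus 3 SD; inconclusive = no clear call, values can overlap the other calls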;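 note: cells exposed to compound for four days before flow analysis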
T cell HTS vesicle-bound %: recorded beside T cell HTS, whose call it bears; double positive events, %; measured here: CD8+ vesicle-bound cell fraction;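 binding gate set so that unloaded-vesicle control wells show 10% double positive cells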
Myeloid diff 2 GFP+ MAC1+ %: further read-out of Myeloid diff 2, marked with its call; GFP+ MAC1+ double positive, %; measured here: differentiation confirmed by MAC1 staining
Starred values were filed as active, the others as inactive; i = inactive; ? = inconclusive; . = no result given; + = active, no number. This is a subset, so the mix of outcomes need not match the whole.

The line under a structure holds: Myeloid diff 2	T cell HTS vesicle-bound %	T cell HTS	Myeloid diff 2 GFP+ MAC1+ %
Cc1ccc(S(=O)(=O)N2CCC(C(=O)Nc3cc(C(F)(F)F)ccc3N3CCOCC3)CC2)cc1C
→ i	13*	+	0.7
O=C(OCCOc1ccccc1F)c1cccc(S(=O)(=O)N2CCOCC2)c1
→ +	46	i	1.4*
CC(=O)c1c(C)[nH]c(C(=O)Nc2cc(S(=O)(=O)N3CCCCC3)ccc2C)c1C
→ i	45	i	0.9
O=C(CC1CCCC1)NCCS(=O)(=O)N1CCN(c2ccccc2F)CC1
→ i	51	i	1.0
CC(=O)N(C)c1ccc(N2CCOCC2)c2c1C(=O)c1ccccc1C2=O
→ i	14	i	0.2
CN(c1ccccc1)S(=O)(=O)c1cccc(C(=O)NC2CCCC2)c1
→ i	55	i	1.6
CC(C(=O)NC1CCCCC1)N1CCN(S(=O)(=O)c2cccs2)CC1 (centres undefined)
→ i	4	i	0.5
C=CCC(NC(=O)Cc1ccccc1)C(=O)NCCC (centres undefined)
→ i	29	i	1.8
Cc1ccc(-c2nn(-c3ccc(F)cc3)cc2C(=O)NC2CCC(O)CC2)cc1 (centres undefined)
→ i	32	i	0.9
O=C(COC(=O)c1ncc(Cl)c(Cl)c1Cl)NC(=O)c1ccccc1
→ i	23	i	0.4

Looked up one by one from the entries so far:
The line under a structure holds: Myeloid diff 2	T cell HTS vesicle-bound %	T cell HTS	Myeloid diff 2 GFP+ MAC1+ %
CC(C(=O)NC1CCCCC1)N1CCN(S(=O)(=O)c2cccs2)CC1 (centres undefined)
→ i	4	i	0.5
O=C(CC1CCCC1)NCCS(=O)(=O)N1CCN(c2ccccc2F)CC1
→ i	51	i	1.0

Another view of five compounds above:
| Compound | Myeloid diff 2 | T cell HTS vesicle-bound % | T cell HTS | Myeloid diff 2 GFP+ MAC1+ % |
| --- | --- | --- | --- | --- |
| Cc1ccc(S(=O)(=O)N2CCC(C(=O)Nc3cc(C(F)(F)F)ccc3N3CCOCC3)CC2)cc1C | i | 13* | + | 0.7 |
| O=C(OCCOc1ccccc1F)c1cccc(S(=O)(=O)N2CCOCC2)c1 | + | 46 | i | 1.4* |
| CC(=O)c1c(C)[nH]c(C(=O)Nc2cc(S(=O)(=O)N3CCCCC3)ccc2C)c1C | i | 45 | i | 0.9 |
| O=C(CC1CCCC1)NCCS(=O)(=O)N1CCN(c2ccccc2F)CC1 | i | 51 | i | 1.0 |
| CC(=O)N(C)c1ccc(N2CCOCC2)c2c1C(=O)c1ccccc1C2=O | i | 14 | i | 0.2 |

Following part
The line under a structure holds: Myeloid diff 2	T cell HTS vesicle-bound %	T cell HTS	Myeloid diff 2 GFP+ MAC1+ %
CC(C)c1c(C(=O)N/N=C/c2ccncc2)nnn1-c1nonc1N
→ i	11	i	0.2
Cc1c(CCC(=O)NCCCCCC(=O)O)c(=O)oc2cc3occ(-c4ccccc4)c3cc12
→ i	34	i	0.1
CC(C)[C@H](NC(=O)c1ccccc1Cl)C(=O)OCC(=O)NC(=O)NCc1ccco1
→ i	12	i	0.6
Cc1cccc(NC(=O)C(C)Sc2nc3nc(C)cc(C)n3n2)c1 (centres undefined)
→ i	53	i	1.1
COCCn1c(SC(C)C(=O)NCC2CCCO2)nc2scc(-c3ccc(F)cc3)c2c1=O (centres undefined)
→ i	32	i	0.5
CN(CC(=O)NCCc1ccc(S(N)(=O)=O)cc1)CC(=O)Nc1ccccc1Cl
→ i	42	i	0.6
O=C(c1ccc(COc2ccccc2)o1)N1CCN(S(=O)(=O)c2ccccc2Cl)CC1
→ i	28	i	0.9
Cc1cc(Br)ccc1NC(=O)CNC(=O)CSc1nccn1C
→ i	40	i	0.7
Cc1ccc(S(=O)(=O)Nc2ccc3cn[nH]c3c2)cc1
→ i	31	i	0.6
O=C(COC(=O)CNC(=O)c1ccc(F)cc1)NC1CCCc2ccccc21 (centres undefined)
→ i	46	i	0.7
Cc1cccc(C(=O)OCC(=O)NC(=O)c2ccccc2)c1O
→ i	37	i	1.0
Cc1cc(C(=O)N2CCC(C(N)=O)CC2)c(C)o1
→ i	5	i	0.1
Cc1ccc(C(=O)N2CC(C)CC(C)C2)cc1S(=O)(=O)N1CCCCC1 (centres undefined)
→ i	20	i	1.4
c1ccc(Nc2cccc3ccccc23)cc1
→ i	7	i	5.8
Cc1ccc(C(=O)NNC(=O)c2ccc(S(=O)(=O)N3CCCCC3)cc2)cc1
→ i	46	i	1.4
N#CCCN1CCN(S(=O)(=O)c2ccc(C3CCCCC3)cc2)CC1
→ i	23	i	0.9
Cc1cc(C)n(CCCNC(=O)C2CC(=O)N(Cc3ccccc3)C2)n1 (centres undefined)
→ i	49	i	0.5
COc1ccccc1NC(=O)COc1ccc(C(=O)NCc2ccccc2)cc1OC
→ i	33	i	0.7
O=C1CCc2cc(S(=O)(=O)N3CCN(c4ccc(F)cc4)CC3)cc3c2N1CC3
→ i	24	i	0.5
O=[N+]([O-])c1ccc(Cl)c(S(=O)(=O)NCCc2ccccn2)c1
→ i	41	i	1.0
C[C@H](NC(=O)c1ccco1)C(=O)NNC(=O)c1ccc(F)cc1
→ i	40	i	2.2
Cn1c(SCC(=O)Nc2ccc3c(c2)OCCO3)nnc1C(F)(F)F
→ i	35	i	0.5
CC(NC(=O)C(c1ccccc1)c1ccccc1)c1ccccc1 (centres undefined)
→ i	28	i	0.4
COc1cc2c(cc1OC)CN(CC(=O)Nc1ccc(Cl)cc1Cl)CC2
→ i	20	i	0.5
COc1ccc2c(CC(=O)NNC(=O)c3ccc(C)cc3)coc2c1
→ i	12	i	1.0
Cc1cc(CSCc2ccc(Cl)cc2)no1
→ i	19	i	0.1
O=C(NCCCCc1ccccc1)c1ccc(F)cc1
→ i	22	i	0.2
COc1ccc(C=NNC(=O)c2ccccc2OCc2ccc(F)cc2)c(OC)c1
→ i	26	i	0.7
CCN1C(=O)[C@H]2[C@@H](c3ccc(-c4ccccc4)cc3)N[C@@](C)(C(=O)OC)[C@H]2C1=O
→ i	48	i	1.1
O=C1CC(N2CCN(S(=O)(=O)c3ccccc3F)CC2)C(=O)N1c1ccccc1Cl (centres undefined)
→ i	31	i	0.1
COC(=O)[C@@H]1OC(=O)[C@H]2O[C@@]23[C@@]1(C)CC[C@@H]1[C@@]2(C)C=CC(=O)OC(C)(C)[C@@H]2CC(=O)[C@]13C
→ i	22	i	0.4
Cc1ccc(C(=O)OCC(=O)Nc2ccccc2)cc1S(=O)(=O)N1CCCCC1
→ i	36	i	1.5
CCN1CCN(c2ccc(S(=O)(=O)N3CCOCC3)cc2NC(=O)c2cccc([N+](=O)[O-])c2)CC1
→ i	15	i	0.7
COc1ccccc1NC(=O)c1c[nH]c2ccccc12
→ i	37	i	0.4
COCc1c(C(=O)OCC(=O)NCc2ccco2)oc2ccccc12
→ i	38	i	0.2
Cc1ccc(/C(N)=N/OC(=O)C(C)c2ccc([N+](=O)[O-])cc2)cc1 (centres undefined)
→ i	47	i	0.6
O=C(CCN1CCCCO1)N1CCCC(Nc2cccc(F)c2)C1 (centres undefined)
→ i	8	i	0.9
C[C@@H]1CN([C@H](C)CO)C(=O)c2cc(NC(=O)Nc3ccc4c(c3)OCO4)ccc2O[C@H]1CN(C)Cc1ccncc1
→ i	8	i	1.1
COc1ccc([N+](=O)[O-])cc1NS(=O)(=O)c1ccc(C(=O)N2CCCC2)cc1
→ i	52	i	0.2
CC(=NNC(=O)c1ccc2nc[nH]c2c1)c1ccc(Br)cc1
→ i	34	i	0.7
CC1(C)O[C@@H]2[C@H](O1)[C@@H](COS(=O)(=O)O)O[C@H]2n1cc(Br)c(=O)[nH]c1=O
→ +	12	i	10*
CSc1ccc(CN(C)C(=O)c2cc(S(=O)(=O)NCc3ccccc3)ccc2C)cc1
→ i	36	i	0.6
CC1CCN(C(=O)c2[nH]cnc2C(=O)N2CCN(c3ccccc3)CC2)CC1
→ i	39	i	0.9
Cc1cc(Cl)ccc1NC(=O)CN1C(=O)NC2(CCCc3ccccc32)C1=O (centres undefined)
→ i	40	i	0.3
COc1ccccc1CCC(=O)NNC(=O)c1cccs1
→ i	50	i	0.7
C[C@@H](OC(=O)c1[nH]cnc1C(=O)NCc1ccc(CNC(=O)OC(C)(C)C)cc1)c1ccccc1
→ i	9	i	4.1
COc1cc(N)c(Cl)cc1C(=O)OCC(=O)Nc1cccnc1Cl
→ i	41	i	0.6
OC/C(Br)=C(\Br)CO
→ i	40	i	1.6
CCCCNc1c(-c2ccc(-c3ccc(C(C)=O)cc3)c(OC)c2)nc2cc(C)ccn12
→ i	11	i	1.4
CCOc1ccc(S(=O)(=O)N2CCN(C(=O)C3CC3C)CC2)cc1 (centres undefined)
→ i	53	i	1.3

(next part)
The line under a structure holds: Myeloid diff 2	T cell HTS vesicle-bound %	T cell HTS	Myeloid diff 2 GFP+ MAC1+ %
O=C(CNC(=O)c1cccc([N+](=O)[O-])c1)NC1CCCc2ccccc21 (centres undefined)
→ i	18	i	0.2
CCOc1ccccc1C(=O)NCC(=O)Nc1ccc2c(c1)OCO2
→ i	38	i	1.0
Cc1cccc(NC(=O)Nc2c(C)n(C)n(-c3ccccc3)c2=O)c1
→ i	37	i	0.5
CN(C(=O)c1cccc(NC(=O)Cc2cccc([N+](=O)[O-])c2)c1)C1CC1
→ i	54	i	1.8
Cc1cc(C(=O)OCC(=O)NNC(=O)c2cccs2)ccc1[N+](=O)[O-]
→ i	34	i	1.3
CCCc1nc2c(s1)CCc1onc(-c3ccc(Br)cc3)c1-2
→ i	8	i	2.0
CC(OC(=O)c1nn(C)c(=O)c2ccccc12)C(=O)NC1CCCCC1C (centres undefined)
→ i	32	i	1.2
CCN(Cc1ccccc1)C(=O)c1cccc(S(=O)(=O)N2CCN(c3ccccc3)CC2)c1
→ +	15	i	1.4*
S=P(N1CC1)(N1CC1)N1CC1
→ ?	68	i	.
COc1ccccc1NC(=O)COC(=O)COc1cccc2c1OC(C)(C)C2
→ i	33	i	0.8
CCCN(CC(=O)Nc1ccccc1C)C(=O)C1CCN(c2ncnc3sc(C)c(C)c23)CC1
→ i	28	i	1.1
c1ccc(OCCCCN2CCCCC2)cc1
→ i	13	i	0.7
CC(=O)NC(CC(=O)OCC(=O)N1c2ccccc2NC(=O)C1(C)C)c1ccccc1 (centres undefined)
→ i	25	i	1.7
CCOC(=O)[C@@H]1[C@H]2COc3cc(OC)ccc3[C@@H]2N2C(=O)N(c3ccc(Br)cc3)C(=O)[C@]12C
→ i	24	i	1.5
O=C(O)c1cccc(Sc2cc(Cl)ccc2C(=O)O)c1
→ i	40	i	0.5
CCCCNC(=O)N1CCN(C(c2ccccc2)c2ccccc2)CC1
→ i	12	i	0.2
CC(=O)N1CCc2c(sc(NC(=O)C3CCN(S(=O)(=O)c4cccs4)CC3)c2C(N)=O)C1
→ i	54	i	1.5
O=C1N[C@@H](Cc2ccccc2)COC(=O)[C@@H](Cc2ccc(F)cc2)C/C=C\C[C@@H]1CC(=O)N(CCO)Cc1ccccc1
→ ?	30	i	.
CN(CC(=O)Nc1ccccc1C(F)(F)F)C(=O)CSCc1ccc(Cl)c(Cl)c1
→ i	43	i	0.8
CSc1ncccc1C(=O)NNC(=O)c1ccc(NS(=O)(=O)c2cccs2)cc1
→ i	31	i	1.2
O=c1[nH]cnc2c1nnn2Cc1ccccc1
→ i	22	i	0.6
C[C@H](CO)N1C[C@H](C)[C@@H](CN(C)C(=O)Nc2ccc(C(F)(F)F)cc2)Oc2c(NC(=O)Cc3ccccc3)cccc2C1=O
→ i	7	i	1.0
NC(=O)c1ccccc1OCC(=O)N1CCC(Cc2ccccc2)CC1
→ i	30	i	1.9
C=CC[C@H](CC(=O)NCCO)C(=O)N[C@H](COC(=O)[C@H](CC=C)CC(=O)OC(C)(C)C)c1ccccc1
→ i	30	i	1.1
O=C(CNC(=O)c1ccc(Br)o1)NCC1CCCCC1
→ i	40	i	0.3
COc1ccc(-c2ccc3c(c2)S(=O)(=O)c2cccc(C(=O)N4CCN(c5ccc(Cl)cn5)CC4)c2C3=O)cc1OC
→ i	7	i	1.1
CCN(CC(=O)Nc1ccc(NC(C)=O)cc1)C(=O)c1cc(S(=O)(=O)N2CCCCCC2)ccc1OC
→ i	52	i	0.6
CCC(CO)Oc1cc(NCc2ccccc2C)c2ncn(C(C)C)c2c1 (centres undefined)
→ i	27	i	1.2
CCOC(=O)c1c(C)[nH]c(C(C)=NNC(=O)c2cccs2)c1C
→ i	28	i	1.2
C[C@H]1CN=C(N(C)C)N1CCCC1CCCC1
→ i	22	i	2.4
Cc1noc(C)c1COc1ccccc1C(=O)Nc1cccc(S(=O)(=O)N(C)C)c1
→ i	53	i	1.6
CCOC(=O)[C@@H]1[C@H]2COc3ccccc3[C@@H]2N2C(=O)N(c3ccc(OC)cc3)C(=O)[C@]12C
→ i	25	i	1.5
Cc1ccc(C(=O)N(Cc2nnc(-c3ccc(Cl)cc3)o2)C2CC2)o1
→ i	45	i	0.5
Cc1ccc(S(=O)(=O)/N=C(/Nc2ccccc2C)c2ccccc2)cc1
→ i	19	i	0.3
O=C(NCCOc1ccccc1Cl)c1cccc2c1C(=O)c1ccc(Cl)cc1S2(=O)=O
→ i	37	i	0.7
COc1cc(C(=O)OCCCN2CCCN(CCCOC(=O)c3cc(OC)c(OC)c(OC)c3)CC2)cc(OC)c1OC
→ i	40	i	5.8
Cc1nn(C)cc1C(=O)Nc1ccc2c(c1)OCCO2
→ i	22	i	0.3
O=C(C[n+]1ccc(/C=N/O)cc1)NC(=O)Nc1ccccc1
→ i	18	i	0.0

Screening results as filed in PubChem.
